# OPRM1-OPRD1 ag – OPRM1-OPRD1 heterodimerization agonism | activation, % at 9.3 µM | AID 504326 | actives 0.3% (n = 340,000) | cells, luminescence | P35372+P41143; in the data active = activation above about 18%;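 note: 0% = vehicle-treated cells and 100% = reference agonist; values of inactives mirror those of a sister screen read the other way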
# PKA-R2B act – activates the human PKA-R2B holoenzyme complex | P22694+P31323 | PKA-R2B holoenzyme dissociation, Cy5-IP20 fluorescence polarization; R2B truncated from residue 108, S112A mutant; 0% DMSO only, 100% 113 µM cGMP | activation, % at 11.4 µM | actives 0.079% (n = 340,000);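 active = activation above a cutoff set at the mean over all compounds plus 3 SD, cut at about 18% in these data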;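 note: higher means more holoenzyme dissociation and a rise in polarization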
# Target sequence (P31323 whole entry, looked up, other chains not shown, the tested form may be a part): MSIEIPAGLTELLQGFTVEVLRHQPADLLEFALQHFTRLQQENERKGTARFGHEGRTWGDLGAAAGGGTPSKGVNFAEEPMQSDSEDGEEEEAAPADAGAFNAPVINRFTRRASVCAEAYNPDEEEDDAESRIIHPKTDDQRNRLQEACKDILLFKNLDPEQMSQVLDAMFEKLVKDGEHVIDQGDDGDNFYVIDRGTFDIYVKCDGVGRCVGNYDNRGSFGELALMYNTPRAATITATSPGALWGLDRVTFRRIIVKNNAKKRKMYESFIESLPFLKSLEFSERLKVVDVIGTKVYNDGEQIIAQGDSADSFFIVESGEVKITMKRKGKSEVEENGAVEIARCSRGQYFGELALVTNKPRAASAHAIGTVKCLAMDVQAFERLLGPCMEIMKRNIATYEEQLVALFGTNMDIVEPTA
# Mot1-301 SUMO – inhibitors of SUMOylation pathway: yeast Mot1-301 growth rescue | S. cerevisiae Mot1-301 growth rescue, ATP luminescence, 38.5C; percent above DMSO median, 100 means doubled | actives 1% (n = 320,000) | AID 2716 | growth rescue, % at 18.8 µM;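 active = every valid replicate shows activation above 250% relative to neutral control wells; inactive = the rest, any valid replicate at or below 250%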;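 note: OY570 slx delta 5 strain wells were the positive control but not used for scaling; some compounds called inactive have numbers as strong as hits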
# E coli growth – counter-screen for AddAB inhibitors: E. coli growth inhibition. actives 0.27% (n = 330,000). inhibition, % at 11.9 µM. E. coli V3065 growth, OD600 absorbance, 18 h;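 active = inhibition above the campaign's mean inhibition across all tested compounds plus 3 SD, cut at about 9.9% in these data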;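 note: uninfected addAB+ strain grown without phage in ampicillin broth; 0% = DMSO wells and 100% = ciprofloxacin 0.95 µg/ml wells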
# Tat export inh – inhibitors of E. coli Tat protein transport; E. coli MC4100 TorA-mCherry Tat export, fluorescence; inhibition, % at 10 µM; actives 0.036% (n = 340,000);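 active = mean replicate inhibition at least 50% and at least half of replicates individually reaching 50%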;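 note: exported cargo escapes ClpAP degradation while cytoplasmic cargo is degraded and loses fluorescence; 0% = median of neutral control wells and 100% = median of NaSCN control wells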
# PKA-R1A act – activates the PKA-R1A holoenzyme complex. PKA-R1A dissociation, Cy5-IP20 fluorescence polarization; scaled: DMSO 0%, 113 µM cGMP 100%. activation, % at 11.4 µM. actives 0.083% (n = 340,000);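 active = percent activation above the mean of all tested compounds plus 3 SD, cut at about 19% in these data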;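 note: higher means more PKAc released from R1A so a rise in polarization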
# HTR5A inv ag – HTR5A inverse agonism, opioid heterodimer counter-screen | HTR5A cell line, luminescence | P47898 | AID 504634 | actives 0.083% (n = 340,000) | inhibition, % at 9.3 µM; in the data active = inhibition mostly above about 23%, no sharp cut-off; inactive = mostly below about 18%;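 note: 0% = cells with DMSO and 100% = no-cell wells with DMSO; some compounds called inactive have numbers as strong as hits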
# Target sequence (P47898 whole entry, looked up): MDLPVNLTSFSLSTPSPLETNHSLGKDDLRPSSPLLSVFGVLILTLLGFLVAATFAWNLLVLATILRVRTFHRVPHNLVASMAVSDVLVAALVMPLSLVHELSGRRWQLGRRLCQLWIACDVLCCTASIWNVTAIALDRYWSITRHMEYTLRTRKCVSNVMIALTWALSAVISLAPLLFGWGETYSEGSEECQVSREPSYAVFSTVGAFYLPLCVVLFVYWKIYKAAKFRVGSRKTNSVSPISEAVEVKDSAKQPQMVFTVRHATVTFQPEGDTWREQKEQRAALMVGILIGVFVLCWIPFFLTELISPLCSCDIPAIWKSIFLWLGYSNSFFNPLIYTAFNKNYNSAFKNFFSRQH
# AddAB inh – less growth of phage-infected E. coli with AddAB; E. coli expressing H. pylori AddAB, absorbance growth; inhibition, % at 11.9 µM; actives 0.29% (n = 330,000); AID 435030; in the data active = inhibition above about 12%;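 note: 0% = vehicle wells of infected cells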
# PfHsp90 yeast 2 – growth inhibition of yeast expressing Plasmodium Hsp90; S. cerevisiae expressing PfHsp90, BacTiter-Glo ATP, 48 h; yeast lacking PDR1 and PDR3 efflux regulators; inhibition, % at 9.4 µM; actives 0.32% (n = 310,000);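 active = every replicate shows inhibition above about 80%, whatever the replicate mean, limit read from the data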;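 note: 0% = DMSO neutral controls and 100% = 20 µM radicicol positive controls; yeast relying on Plasmodium falciparum Hsp90 in place of its own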
# phage Ecoli inh – E. coli growth loss with phage present; AID 651602; growth absorbance; inhibition, % at 11.9 µM; actives 0.26% (n = 360,000); in the data active = inhibition above about 11%
# OPRM1-OPRD1 inv – inverse agonists of human mu-delta opioid receptor heterodimerization | P35372+P41143 | cell-based MOR-DOR heterodimer luminescence, inverse agonism | inhibition, % at 9.3 µM | actives 0.21% (n = 340,000); in the data active = inhibition above about 22%, passing the limit was not always enough;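 note: 0% = cells with DMSO and 100% = wells without cells with DMSO; values of inactives mirror those of a sister screen read the other way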
# * = called active by the depositor; i = inactive; nt = no result given; & = joins results of further samples.
SMILES,OPRM1-OPRD1 ag,PKA-R2B act,Mot1-301 SUMO,E coli growth,Tat export inh,PKA-R1A act,HTR5A inv ag,AddAB inh,PfHsp90 yeast 2,phage Ecoli inh,OPRM1-OPRD1 inv
CCOc1ccc(-c2cc(N3C(=O)Nc4ccccc4N3O)on2)cc1,0.3,-4,5,0.0,-5,5,-9,2.8,71,0.0,-2
COc1ccc(CCNC(=O)c2c(C)noc2C)cc1,-2.4,-11,5,-3.7,-1,-2,-6,2.4,-23,1.9,13
COc1ccc(-c2c(C#Cc3ccsc3)c3cc(-c4ccc(C(N)=O)cc4)ccc3n2C)cc1,-1.0,-11,-1,-0.3,-6,5,-6,2.0,2,0.7,5
COc1ccc2[nH]c(=O)c(CN(C(=O)c3cccnc3)c3ccc(C)cc3C)cc2c1,-3.6,0,11,0.7,4,4,2,-1.0,18,3.8,20
Cc1ccc(NC(=O)COC(=O)CCc2ccccc2)c(Cl)c1,3.3,4,i,-1.4,0,8,-16,2.0,-16,2.6,-18
COc1ccc(/C=N/NS(=O)(=O)c2ccccc2)cc1OC,-1.0,-11,12,-2.8,-9,-8,-17,2.1,-2,1.6,5
CCOC(=O)C1(Cc2cccc(Cl)c2)CCCN(C(=O)c2cc(C)on2)C1 (stereo not drawn),-3.2,-2,-2,nt,3,-1,10,nt,-14,3.0,18
COc1cc2c(C(=O)N3CCN(c4cccc(Cl)c4)CC3)cn(C)c(=O)c2cc1OC,-3.1,-6,-4,-0.7,2,8,-1,2.5,nt,1.1,18
Cc1ccc2c(c1)C(C)CC(C)(C)N2C(=O)CN1CCN(C)CC1 (stereo not drawn),-1.6,6,-16,1.0,1,-4,-31,2.7,1,-2.3,8
CCO[C@@H]1OC(C(=O)N2CCN(Cc3ccccc3)CC2)=C[C@H](c2coc3ccccc3c2=O)[C@H]1CCCO,-0.9,0,8,0.6,3,-5,13,-0.6,-3,1.4,5
CCc1ccc(NC(=O)C2CCN(S(=O)(=O)c3ccc4c(c3)NC(=O)C(C)S4)CC2)cc1 (stereo not drawn),-2.5,4,-1,1.9,2,3,16,1.7,-9,1.6,13
Cc1ccc(NC(=O)COC(=O)C2(CC(=O)NC(C)(C)C)CCCC2)cc1C,-0.1,-13,-18,-0.6,10,-8,0,2.7,nt,-1.9,1
CCOc1ccccc1NC(=O)c1ccccc1N(C)S(=O)(=O)c1ccc(C)cc1,-2.7,-5,-14,0.7,13,-4,6,1.3,20,0.5,13
Cc1c(C(=O)c2ccccc2)c2ccccn2c1CCc1ccccn1,-2.2,-2,-9,0.5,-8,-7,17,-2.1,1,1.7,11
CCc1nn(CCCC(=O)N(C)Cc2ccccc2)c(=O)c2cc3occc3n12,-1.6,10,-2,-0.8,-7,0,-3,2.3,-13,1.4,8
COC(=O)[C@H](CC(C)C)NC(=O)NCCC1=CCCCC1,-2.6,2,-2,-1.2,-1,4,21,-0.3,12,0.8,13
CC(=O)c1sc(-c2ccc(F)cc2)cc1NS(=O)(=O)c1ccc(C)cc1,-2.7,8,6,-0.1,-7,-4,19,2.4,-7,1.4,13
COc1cccc(NC(=O)c2cnc(SCC(=O)NCc3ccc4c(c3)OCO4)n(C)c2=O)c1,-2.1,-4,-7,0.3,-3,1,4,1.4,nt,4.8,14
Cc1ccc(Nc2nc(CSc3nnc(-c4ccc(F)cc4)n3C)cs2)cc1,1.9,-16,-6,-1.6,0,9,-14,2.7,17,2.1,-10
O=C1CC(C(=O)N2CCN(c3ccccn3)CC2)CN1Cc1ccccc1Cl (stereo not drawn),-4.3,-5,-7,0.0,5,-13,18,0.6,-18,2.2,21

# A different layout for part of the listing above:
Molecule	OPRM1-OPRD1 ag	PKA-R2B act	Mot1-301 SUMO	E coli growth	Tat export inh	PKA-R1A act	HTR5A inv ag	AddAB inh	PfHsp90 yeast 2	phage Ecoli inh	OPRM1-OPRD1 inv
CCO[C@@H]1OC(C(=O)N2CCN(Cc3ccccc3)CC2)=C[C@H](c2coc3ccccc3c2=O)[C@H]1CCCO	-0.9	0	8	0.6	3	-5	13	-0.6	-3	1.4	5
CCc1ccc(NC(=O)C2CCN(S(=O)(=O)c3ccc4c(c3)NC(=O)C(C)S4)CC2)cc1 (stereo not drawn)	-2.5	4	-1	1.9	2	3	16	1.7	-9	1.6	13

# (next part)
SMILES,OPRM1-OPRD1 ag,PKA-R2B act,Mot1-301 SUMO,E coli growth,Tat export inh,PKA-R1A act,HTR5A inv ag,AddAB inh,PfHsp90 yeast 2,phage Ecoli inh,OPRM1-OPRD1 inv
COc1ccccc1NC(=O)C(=O)N(c1cccnc1)C(C(=O)NC(C)(C)C)c1ccccc1F (stereo not drawn),-4.0,9,15,0.2,2,10,-61,-1.0,-10,3.0,20
O=C(c1ccncc1)c1nccn1-c1ccccn1,0.6,-10,1,-1.9,-11,2,11,-1.5,-2,2.5,-3
Cc1cccc(S(=O)(=O)N2CN(CC3CCCO3)c3nc4ccccc4nc32)c1 (stereo not drawn),-2.8,-2,-2,-0.9,4,-5,18,1.3,-5,1.5,15
N#CCCN(Cc1ccccc1)C(=O)Nc1ccc2c(c1)CCO2,-1.1,7,-11,0.5,3,-8,-6,1.0,0,-0.8,6
Cc1nnc(N/N=C/c2c[nH]c3ccccc23)[nH]c1=O,-1.5,-14,-5,-1.6,5,-9,13,-2.5,12,2.0,8
O=C(COC(=O)/C=C/c1ccc([N+](=O)[O-])cc1)NCC1CCCO1 (stereo not drawn),4.8,-7,-5,-0.7,0,-2,-22,0.1,15,2.3,-22
Cc1cccc(C(=O)N=c2c(C#N)cc3c(=O)n4cccc(C)c4nc3n2Cc2ccco2)c1,0.6&-2.5,-1&-7,-13,-3.0,-11&-4,10&-10,-7&-1,-1.0,-35&-45,0.1&1.6,-2&13
CC(=O)c1ccccc1C(=O)N1CCCC(C(=O)c2ccc(C(F)(F)F)cc2)C1 (stereo not drawn),-1.9,-6,-8,-2.8,2,-9,8,3.2,-41,1.5,10
O=C(COC(=O)Cc1n[nH]c(=O)c2ccccc12)Nc1ncc(Cl)cc1Cl,2.4,-7,1,1.9,-2,2,4,4.0,nt,1.6,-9
CCCCOC(=O)/C=C\C(=O)NC(N)=O,-3.5,1,-29,-0.2,-60,-5,-7,0.5,-13,2.1,17
COc1ccc(-n2nc(C(=O)NCC(=O)N3CCCCC3)c3ccccc3c2=O)cc1,0.4,1,-9,1.9,3,-3,-1,3.2,-10,-1.2,-3
CCC(=O)Nc1cc2c(C)cc(=O)oc2cc1C,-2.3,6,-5,-0.8,-9,4,-55,3.8,-36,2.7,13
N#Cc1c(N)n[nH]c1Cc1cccc2ccccc12,-1.2,2,-17,1.0,-5,5,-5,0.2,-21,0.9,7
COc1cc(C(=O)NCCC(=O)NCCN2CCOCC2)cc(OC)c1OC,-1.8,0,-17,3.2,-3,-3,12,0.8,13,nt,9
CCN(CC)C(=O)CSc1nnc(CCN)o1,-1.5,2,-6,-2.7,-5,9,-4,1.4,12,1.7,8
O=C(NCc1ccco1)C(C(=O)c1ccc(F)cc1)n1ccccc1=O (stereo not drawn),-2.9,-12,0,-2.9,-2,-9,-12,-1.1,-4,2.2,13
O=C1C2C3C=CC(C3)C2C(=O)N1c1ccncc1 (stereo not drawn),-1.3,1,30,4.0,3,3,7,3.7,-6,2.3,8
COc1ccc(N2CCN(CC(=O)NC(=O)NCc3ccco3)CC2)cc1,2.2,-3,-15,-1.1,0,-4,-7,0.6,3,2.4,-13
COc1cc(OC)cc(C(=O)NNC(=O)c2ccc(-n3cncn3)c([N+](=O)[O-])c2)c1,1.1,-2,-2,-0.6,-8,-9,-2,1.9,14,1.6,-8
Cc1cccc(NC(=O)CC23CC4CC(C2)CC(n2nnc(C)n2)(C4)C3)c1,0.3,0,-3,2.7,-12,5,-5,2.3,13,2.1,-1
COc1ccc(-c2c(-c3ccc(C#N)cc3)oc(=O)c3cc(OC)c(OC)cc23)cc1,-2.0,-7,-7,1.9,1,-2,11,2.9,-19,1.9,11
O=[N+]([O-])c1ccc(S(=O)(=O)NN=Cc2ccc3c(c2)OCO3)cc1,-2.2,-5,nt,nt,3,7,-26,nt,8,1.2,12
CCCc1nnc(SCC(=O)Nc2ccc(NC(C)=O)cc2)n1-n1cccc1,-1.5,-1,257,1.4,15,-1,-6,-0.7,9,0.8,10
Cc1ccc(-n2nc3ccc(NC(=O)c4ccc5c(c4)OCO5)cc3n2)cc1,-2.1,1,-4,-0.2,-5,-3,7,0.8,-14,2.0,11
O=C(NCC(=O)N1CCN(S(=O)(=O)/C=C/c2ccccc2)CC1)c1ccccc1F,-0.2,4,-23,1.4,-1,3,18,-0.2,-92,2.1,1
c1ccc(N2CCN(C3CC4CCC3C4)CC2)cc1 (stereo not drawn),-1.4,-13,-10,0.2,-8,-2,8,3.2,2,0.9,7
N/C(=N\OC(=O)c1ccc(Cl)cc1)c1cccnc1,9.3,8,20,-1.9,17,11,-23,0.3,17,-0.4,-55
CC(=O)N1CC2(NC(=O)c3ccccc3N2)c2ccccc21 (stereo not drawn),-2.4,-1,-15,-0.9,-3,2,12,0.2,12,5.6,13
CCOc1cccc(OCCCNCCCOC)c1,-1.7,-6,94,-0.4,-2,4,-16,-1.4,-23,1.1,8
O=C(OCC(O)C(O)COC(=O)c1ccccc1)c1ccccc1 (stereo not drawn),-1.6,6,254,-1.2,6,7,7,0.2,3,2.6,7
CCOC(=O)c1cnc2c(CC)cccc2c1NCCN1CCOCC1,0.0,-6,90,1.6,-4,-5,0,2.3,-30,3.9,0
Cc1ccc(C(C(=O)NC2CCCCC2)N(C(=O)c2csnn2)C2CCCC2)o1 (stereo not drawn),-2.8,4,-20,0.3,-4,4,6,3.6,nt,-0.5,14
CC1CCN(C(=O)c2ccc3ccccc3c2)CC1,-2.2,-13,19,2.2,8,-11,-23,-0.1,33,2.5,12
CC(OC(=O)CNC(=O)c1ccccc1)C(=O)Nc1ccc(S(=O)(=O)N2CCOCC2)cc1 (stereo not drawn),-0.7,-11,nt,nt,-12,-1,33,nt,-16,3.3,4
COCc1ccc(CN2CCC(n3nccc3NC(=O)CCCc3ccccc3)CC2)o1,-0.6,4,13,-0.8,-10,-5,-4,2.0,15,-0.2,3
COc1cc(NC(=O)Cc2cccs2)c(C(=O)O)cc1OC,nt,nt,2,-0.6,-10,nt,nt,1.4,-6,5.4,nt
CN1CCN(CC(O)COc2ccc(S(=O)(=O)N3CCOCC3)cc2)CC1 (stereo not drawn),-4.4,-2,-6,-0.2,1,-9,-2,1.8,nt,0.0,18
COc1ccc(Br)cc1C(=O)NC(=S)Nc1c(C)n(C)n(-c2ccccc2)c1=O,-4.6,-1,6,-2.8,5,5,-12,0.8,-6,3.7,22
Cc1cccc(N(Cc2ccccc2)C(=O)c2ccccc2S(C)(=O)=O)c1,-3.7,-3,-18,2.5,5,-9,-33,4.2,15,0.1,20
Cc1cc(Oc2ccccc2)nc(SCC(=O)Nc2ccc(Cl)cc2Cl)n1,3.4,0,3,0.7,11,4,-19,-1.8,43,0.5,-18
COC(=O)c1ccccc1NC(=O)c1onc(C)c1Cl,-2.2,5,nt,nt,-5,-6,22,nt,-10,0.7,10
